NPSR antagonist – qHTS Assay for Antagonists of the Neuropeptide S Receptor: cAMP Signal Transduction; Q6W5P4; CHO-NPSR cells, cAMP TR-FRET, antagonist mode; Potency, µM (series often up to 38.3 µM), for inactives: at the highest dose activity change, negative = inhibition, hits mostly inhibitors; 220,000 tested, 1% active; also: potency is read from the fitted curve at half-maximal effect; % is scaled to controls: 0 for no effect and ±100 for the full control effect; nearly all actives have a fitted effect of over 50% in size; many of its hits are not listed in these tables
Target sequence (Q6W5P4 whole entry, looked up): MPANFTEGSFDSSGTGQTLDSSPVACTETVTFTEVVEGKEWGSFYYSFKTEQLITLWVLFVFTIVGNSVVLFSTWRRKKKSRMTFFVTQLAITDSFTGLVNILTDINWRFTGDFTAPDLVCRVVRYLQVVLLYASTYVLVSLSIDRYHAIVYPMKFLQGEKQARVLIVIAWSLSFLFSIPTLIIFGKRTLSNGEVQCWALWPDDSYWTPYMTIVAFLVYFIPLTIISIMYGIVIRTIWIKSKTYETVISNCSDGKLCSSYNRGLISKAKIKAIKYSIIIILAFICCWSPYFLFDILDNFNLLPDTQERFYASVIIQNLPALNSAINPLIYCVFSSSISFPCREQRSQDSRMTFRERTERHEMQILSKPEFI
CBFb RUNX1 block – qHTS Assay for Compounds Blocking the Interaction Between CBF-beta and RUNX1 for the Treatment of Acute Myeloid Leukemia; Potency, µM (series often up to 59.8 µM), without a hit: top-dose activity, negative = inhibition, hits mostly inhibitors; 230,000 tested, under 10 active; Runt-related transcription factor 1 (Homo sapiens) + Core-binding factor subunit beta …; AlphaScreen CBFb-His/RUNX1-biotin binding, biochemical; also: % of control where 0% means no effect
Target sequence (Q01196 whole entry, looked up): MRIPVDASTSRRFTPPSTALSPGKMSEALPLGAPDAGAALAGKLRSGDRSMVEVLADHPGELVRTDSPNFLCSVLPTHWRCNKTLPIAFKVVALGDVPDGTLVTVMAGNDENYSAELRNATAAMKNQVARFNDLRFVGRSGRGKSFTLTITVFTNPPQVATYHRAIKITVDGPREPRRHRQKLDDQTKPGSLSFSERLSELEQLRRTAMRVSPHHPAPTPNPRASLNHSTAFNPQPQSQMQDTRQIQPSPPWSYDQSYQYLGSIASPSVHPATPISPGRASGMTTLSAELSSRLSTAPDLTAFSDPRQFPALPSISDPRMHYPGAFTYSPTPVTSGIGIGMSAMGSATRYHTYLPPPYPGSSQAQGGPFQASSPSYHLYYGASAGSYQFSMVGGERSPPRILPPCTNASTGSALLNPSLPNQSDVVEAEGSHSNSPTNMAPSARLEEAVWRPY
Target sequence (Q13951 whole entry, looked up): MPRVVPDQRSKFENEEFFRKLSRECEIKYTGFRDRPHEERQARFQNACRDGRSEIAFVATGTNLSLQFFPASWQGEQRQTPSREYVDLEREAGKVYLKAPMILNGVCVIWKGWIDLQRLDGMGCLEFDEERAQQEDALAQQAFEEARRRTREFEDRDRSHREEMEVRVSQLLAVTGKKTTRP
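AlphaScreen proximity signal reports loss of binding between His-tagged CBF-beta and biotin-labelled RUNX1, each at 30 nM. Proteins are pre-associated for 20 minutes, compounds added for 15 minutes, then beads for 90 minutes, all at ambient temperature.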
Epigenetic derep – Quantitative High-Throughput Screen for Regulators of Epigenetic Control; AID 1865, 2009; Potency, µM (highest dose often 53.9 µM), for inactives: at the highest dose GFP activation, hits mostly activators; 280,000 tested, 0.2% active; murine LDR cells, GFP reporter derepression, 30 h; also: potency is read from the fitted curve at half-maximal effect; % of control where 0% means no effect; nearly all actives have a fitted effect of over 60% in size
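Readout is the number of GFP-expressing murine LDR cells, counted by cytometry following washing. Cells were treated with compound for 30 h at 37 C; the stably integrated CMV-GFP locus is normally silent.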
KinaseGlo FLuc – Counterscreen for Luciferase (Kinase-Glo TM) Inhibition; Luciferin 4-monooxygenase (Photuris pensylvanica), Q27757; Kinase-Glo luciferase, ATP luminescence, 8 min; Potency, µM (highest dose often 38.3 µM), for the others: at the top dose activity change, negative = inhibition, usual class: inhibitors; 200,000 tested, 0.28% active; AID 1379, 2008; also: potency is read from the fitted curve at half-maximal effect; % is scaled to controls: 0 for no effect and ±100 for the full control effect; nearly all actives have a fitted effect of over 60% in size
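Luminescence was the read-out, taken after 8-minute incubation at ambient temperature. Luciferase turned over luciferin with 10 uM ATP in imidazole pH 7.2 buffer containing KCl, MgCl2, Tween 20 and BSA.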
IMPase Li inh – qHTS Assay for Identifying the Cell-Membrane Permeable IMPase Inhibitors: Potentiation with Lithium. Potency, µM (doses to about 59.4 µM), without a hit: top-dose activity, negative = IMPase inhibition, hits mostly inhibitors. 210,000 tested, 0.35% active. CHO-M1 cells, IP1 TR-FRET (IP-One), carbachol + lithium. AID 1457, 2008;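 also: IP1 builds up when IMPase is blocked and the TR-FRET signal falls; potency is read from the fitted curve at half-maximal effect; plate controls were basal vehicle for no effect and high inhibitor control for full effect; nearly all actives have a fitted effect of over 50% in size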
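CHO cells stably expressing M1 receptor (2000/well) were cultured 16–30 h, then exposed to compounds with a small lithium addition for 30 min at 37C. IP1 was measured by TR-FRET competition; AC50 from Hill fits.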
Lamin A splicing – qHTS Assay for Modulators of Lamin A Splicing; Potency, µM (doses to about 46.1 µM), without a hit: top-dose ratio change, negative = inhibition, hits mostly inhibitors; 200,000 tested, 0.01% active; HeLa LMNA splicing GFP/RFP minigene ratio, 48 h; active = well fitted inhibition curve with a large enough effect in the signal ratio, with a control signal flat, not every such curve was filed as active; inconclusive = small, poorly fitted or top-dose-only effect, or effect the other way, or a change in a side signal; the % refers to the signal ratio; also: potency is read from the fitted curve at half-maximal effect; % is scaled to controls: 0 for no effect and ±100 for the full control effect
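Read-out is the ratio of GFP to DsRed2 object intensity, acquired by 488 nm laser-scanning cytometry on HeLa lamin A-EGFP minigene reporter cells. Compound incubation 48 hrs at 37 °C in Opti-MEM with 2% FBS; DMSO 0.5% final.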
HttQ103 aggreg – qHTS Multiplex Assay to Identify Dual Action Probes in a Cell Model of Huntington: Aggregate Formation (GFP); PC12 HttQ103-GFP aggregates, Acumen cytometry, 40 h; Potency, µM (series often up to 46.1 µM), for inactives: top-dose activity change, negative = inhibition, usual class: inhibitors; 220,000 tested, 1.1% active; AID 1688, 2009; also: potency is read from the fitted curve at half-maximal effect; % is scaled to controls: 0 for no effect and ±100 for the full control effect; nearly all actives have a fitted effect of over 60% in size
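Quantitative HTS on tebufenozide-induced (100 nM) PC12 cells stably expressing polyQ103 Huntingtin exon 1–GFP. Reduction of bright GFP aggregates, detected by laser scanning cytometry after lysis, identified actives across the titration.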
Starred values were filed as active, the others as inactive; ? = inconclusive; · = no result given; [ ] = another dose, or the depositor's remark. Unless noted, calls follow the shape of the dose curve; as a rule, active = well fitted curve in the direction sought with a large enough effect; inconclusive = small, poorly fitted or top-dose-only effect, or another doubt; inactive = no such curve, though single readings can be large; an effect the other way counts as inactive or inconclusive. Only part of the results is shown; rates above refer to the full screens.

Each structure is followed by: NPSR antagonist | CBFb RUNX1 block | Epigenetic derep | KinaseGlo FLuc | IMPase Li inh | Lamin A splicing | HttQ103 aggreg
Cc1ccc(OCC(=O)O/N=C(\N)c2ccccn2)cc1
 : 11% | 2% | -0.1% | -13% | 0% | -13%[46 µM] | -6%
COc1ccc(CCNC(=O)c2ccc(-c3ccc([N+](=O)[O-])cc3Cl)o2)cc1OC
 : -6% | ? | -3.2% | 2% | 5% | ? | ?
Cc1cc(N(C)C)c(C#N)c(N2CCCCC2)n1
 : -5%[46.1 µM] | 0% | -8.8% | · | · | 3% | -1%
CC(=O)Nc1ccc(NC(=O)C2CCN(C(=O)c3ccc([N+](=O)[O-])cc3)CC2)cc1
 : 18% | 6% | -0.4% | 0% | 3% | -13%[46 µM] | 6%
COc1cccc(C(=O)N/N=C/C(Br)=C/c2ccccc2)c1
 : -27% | -24% | -1.6% | -11% | -6% | ? | ?
Cc1ccc(NC(=O)c2ccc(-n3cccn3)c([N+](=O)[O-])c2)cc1C
 : ? | 4% | -1.1% | -5% | 5%[38.3 µM] | ? | 17%
Cc1ccc(-c2cccc(NC(=O)C3C(C(=O)O)[C@@H]4C=C[C@H]3C4)c2)o1 (some centres not stated)
 : 7%[46.1 µM] | -15% | ? | 0% | -9%[38.3 µM] | 2% | 12%
CN1CCN(S(=O)(=O)c2ccc(NC(=S)NC(=O)C3CCCC3)cc2)CC1
 : 15% | -5% | -1.3% | · | -1% | · | -5%
O=C(CCSCCc1ccccn1)Nc1nccs1
 : 5%[46.1 µM] | -4% | 4.6% | -4% | -2%[38.3 µM] | -4% | 3%
N#CCCCS(=O)(=O)c1nnnn1C1CCCCC1
 : · | 0% | -1.1% | 1% | 5% | · | ·
C=C(C)COc1ccc2c(CC)cc(=O)oc2c1
 : -9% | -4% | -0.9%[10.1 µM] | 1% | 12% | · | -2%[9.22 µM]
CCS(=O)(=O)NCC(c1cccnc1)N1CCN(c2ccccc2)CC1 (configuration not stated)
 : -26%[46.1 µM] | 2% | -0.8% | -1% | 36%[38.3 µM] | -12% | -7%
COc1ccc(/C=C(/C#N)c2cccnc2)cc1OC
 : -30% | 17% | -1.0% | 3% | -3% | ? | 3%
C=CCSc1[nH]c(=O)cc(C)c1C(N)=O
 : 1%[46.1 µM] | 5% | -0.2% | 16% | -11%[38.3 µM] | 0% | 10%
O=C(CSc1nnc(-c2cccnc2)s1)Nc1cccc(C(=O)O)c1
 : -27%[46.1 µM] | -3% | 1.1% | 2% | -16% | -9% | -13%
O=C(O)c1ccc2c(c1)ncn2C1CCCCC1
 : -5%[46.1 µM] | 8% | -0.7% | 5% | 23%[38.3 µM] | 3% | 4%
N#Cc1ccc(NC(=O)CN2C(=O)NC(Cc3ccccc3)C2=O)cc1 (configuration not stated)
 : 3%[46.1 µM] | 2% | -5.8% | -3% | 7%[38.3 µM] | -6% | 0%
O=C(/C=C/c1ccccc1)Nc1ccc(N2CCCCC2)cc1
 : 8% | -3% | -1.6% | -3% | -1% | 1% | -2%
O=C(N/N=C/c1cccnc1)C(O)(c1ccccc1)c1ccccc1
 : -5%[46.1 µM] | 2% | 1.1% | 1% | 14%[38.3 µM] | 8% | 8%
Cc1ccc(NC(=O)Cn2cc(S(=O)(=O)c3ccc(C)cc3)c(=O)c3cc(F)ccc32)cc1
 : -33% | -3%[2.36 µM] | ? | -2% | ? | ? | -5%
O=C(Nc1ccc2c(c1)OCO2)c1cc2nc(C3CC3)cc(C(F)(F)F)n2n1
 : -6%[46.1 µM] | 0% | -1.1% | -2% | 1%[38.3 µM] | -1% | -3%
COc1ccc2c(c1)c(C(O)CN1CCC(Cc3ccccc3)CC1)c(C)n2C (configuration not stated)
 : -17%[46.1 µM] | -12% | -1.8% | -3% | 17%[38.3 µM] | -2% | 26%
Cc1ccc(NC(=O)CCc2nc3ccccc3s2)c(O)c1
 : 2% | 2% | 2.8% | -2% | 5% | ? | -2%
COc1ccc(N(CC(=O)NCC2CCCO2)S(=O)(=O)c2c(C)noc2C)cc1 (configuration not stated)
 : -1%[46.1 µM] | -1% | 0.9% | -1% | -3%[38.3 µM] | 11%[0.0737 µM] | -11%
COc1ccc(-n2c(Cc3cc(=O)[nH]c(=O)[nH]3)nnc2SCC(=O)Nc2cc(C(F)(F)F)ccc2Cl)cc1
 : 17% | -8% | 4.2% | -1% | 0% | 9%[9.22 µM] | -10%
COc1ccc(C(=O)C2CCCN(S(=O)(=O)C(C)C)C2)c(C)c1 (configuration not stated)
 : 3% | 6% | 1.7% | 0% | 0% | ? | 2%[9.22 µM]
O=C(Nc1ccc(O)c2c(=O)cc(-c3ccccc3Cl)oc12)c1ccc(Br)cc1
 : · | -16% | -1.9% | 3%[39.9 µM] | -1% | · | ·
COc1ccccc1CNC(=O)c1ccc(C)s1
 : 11% | 8% | -1.2% | · | -2% | · | -2%[9.22 µM]
CC(=O)CC(=O)NC1C2CC3CC(C2)CC1C3 (configuration not stated)
 : 7%[46.1 µM] | 4% | -0.8% | 1% | -1%[38.3 µM] | 13% | 5%
CC(C)CNS(=O)(=O)c1ccc(OCC(=O)Nc2ccc3c(c2)OCO3)c(Cl)c1
 : -8%[46.1 µM] | 9% | -0.9% | 5% | 11%[38.3 µM] | 4% | 22%

Following part
Each structure is followed by: NPSR antagonist | CBFb RUNX1 block | Epigenetic derep | KinaseGlo FLuc | IMPase Li inh | Lamin A splicing | HttQ103 aggreg
CCN(CC)C(C)C(=O)Nc1c2c(cc3c1CCC3)CCC2 (configuration not stated)
 : 6% | -1% | 0.0% | -2% | 12% | 8% | -6%
O=C(C1=C(O)C(=O)N(CCc2ccccc2)C1c1cccnc1)c1ccco1 (configuration not stated)
 : ? | 2% | -2.6% | 2% | 4.5µM* | 12% | 6%
Oc1[nH]c2ccccc2c1C=Nc1ccc2c(c1)OCO2
 : ? | -18% | -7.9% | ? | 32%[activator][38.3 µM] | ? | -13%
Cc1c(C2CC(=O)N(c3ccccc3)C2=O)[nH]n(-c2ccccc2)c1=O (configuration not stated)
 : -5%[46.1 µM] | -9% | 3.9% | · | · | ? | 10%
CCn1c(SCC(=O)NC(C)C)nnc1-c1cccs1
 : 1%[46.1 µM] | 4% | 5.0% | 16% | -10%[38.3 µM] | 0% | 13%
Cc1ccc(B(O)O)cc1
 : · | -19% | 4.3% | -3% | -12% | · | ·
C/C(=N\Nc1nc(-c2ccc(C)cc2)nc2ccccc12)c1ccc([N+](=O)[O-])cc1
 : -9%[46.1 µM] | ? | -0.9% | -3% | -1%[38.3 µM] | 1% | -11%
CCC(C(=O)Nc1cc(C)nn1-c1nc(C)cc(C)n1)c1ccccc1 (configuration not stated)
 : ? | -3% | 1.3% | 2% | 13%[38.3 µM] | 1% | 12%
COc1cc(C(=O)NCC(=O)OCC(=O)Nc2ncc(Cl)cc2Cl)cc(OC)c1OC
 : 8% | 0% | 6.7% | 5% | 4% | -1%[46 µM] | 2%
O=C1CCN(C2CCN(Cc3nc(Cc4ccccc4F)no3)CC2)CCN1
 : -12% | 5% | 5.6% | 1% | -1% | · | -5%
O=C(Nc1nnc(SCc2ccc(F)cc2)s1)C1CC(=O)N(c2ccc3c(c2)OCCO3)C1 (configuration not stated)
 : -5% | -14% | 0.0% | 0% | 5% | -18% | 14%
CCOC(=O)C1(Cc2cccc(F)c2)CCN(CC(O)CO)CC1 (configuration not stated)
 : 9% | -2% | -1.1% | · | · | · | -9%[9.22 µM]
CC(C)(C)NC(=O)COC(=O)c1ccccc1C(=O)c1ccccc1
 : -7% | 2% | 5.2% | 8% | 2% | -5%[46 µM] | 12%
O=S(=O)(CCSc1ccc(C(F)(F)F)cn1)c1ccc(Cl)cc1
 : 60% | 24% | 0.0% | · | · | -21%[46 µM] | -17%[9.22 µM]
CCOC(=O)Cc1csc(NC(=O)C(NC(=O)C2CCCCC2)C(C)C)n1 (configuration not stated)
 : 2% | 2% | 0.3% | 5% | -12% | · | 10%
CCc1ccc(C2CC(c3ccc(Cl)cc3)n3nc(N)nc3N2)cc1 (configuration not stated)
 : 2% | 0% | -1.2% | · | -7% | · | 5%[9.22 µM]
O=C(O)c1ccccc1-n1c2ccccc2c2ccccc21
 : 8% | 3% | -1.7% | · | · | · | 1%[9.22 µM]
Cc1ccccc1CS(=O)(=O)CCC(=O)NCCN1CCN(c2cccc(Cl)c2)CC1
 : -9%[46.1 µM] | -4% | 0.1% | 1% | 0%[38.3 µM] | ? | -1%
COc1cccc(C(=O)Nc2nc3ccccc3[nH]2)c1
 : -10%[46.1 µM] | 0% | -6.1% | 13µM* | -8%[38.3 µM] | 0% | -7%[9.22 µM]
C#CCNC(=O)/C=C/c1ccc(OC)cc1
 : 7% | 4%[2.36 µM] | 2.4% | -15% | 2% | -2% | 2%
O=C(COC(=O)c1cccc2ccccc12)Nc1ncc(C(F)(F)F)cc1Cl
 : -3%[46.1 µM] | -3% | -0.3% | 13% | ? | 0% | 10%
Cc1nn(-c2ccccc2)c2nc(C(F)(F)F)[nH]c(=O)c12
 : 20% | -6% | -1.0% | 4% | 4% | -21% | ?
CCN(CC)CCCn1c(=S)[nH]c2ccccc2c1=O
 : -23%[46.1 µM] | 2% | 1.0% | -3% | 34%[activator][38.3 µM] | 0% | -6%
COc1ccc(C(=O)Nc2cccc(-c3cc4ccccc4oc3=O)c2)cc1[N+](=O)[O-]
 : 2% | 4% | 1.9% | -1% | 0% | -3% | -6%
O=C(NCCCO)C(=O)c1c(-c2ccccc2)cc2ccccn12
 : -2% | 3% | 0.8% | -2% | -4% | · | 13%
COc1cc(-c2nc(-c3ccc4c(c3)-c3ccccc3S4(=O)=O)c(-c3ccccc3)[nH]2)cc(OC)c1O
 : ? | ? | -2.3% | -3% | 28%[38.3 µM] | ? | -61%
Cc1nnc(SCC(=O)NCc2ccco2)n1-c1ccccc1
 : -1%[46.1 µM] | -8% | -1.5% | -1% | -22%[38.3 µM] | 1% | 9%
NS(=O)(=O)c1ccc(N/N=C/c2cn(-c3ccccc3)nc2-c2ccccc2)c([N+](=O)[O-])c1
 : -40% | 3% | 1.2% | -6% | 11% | ? | ?
Cc1cc2c(cc1S(=O)(=O)Nc1cccc(F)c1C)NC(=O)CO2
 : 6% | 14% | 0.9% | -1% | 0% | -14%[9.22 µM] | -10%

Source: PubChem (National Center for Advancing Translational Sciences (NCATS))
